Ecoli WT expand – E. coli BW25113 growth inhibition, expanded screen; OD600 absorbance; growth inhibition, % at 100 µM; 98,000 compounds, 0.15% hits;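 active means growth inhibition above about 50% at one test dose, limit read from the data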;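 further: growth measured after 20 h incubation at 37 °C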
S1P2 ag – S1P2 (human) receptor agonism; S1P2-expressing cell line, agonist reporter read-out; 97,000 compounds, 0.46% hits; O95136; activation, % at 4.5 µM; AID 729; in the data active means activation above about 16%;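 further: 0% = vehicle low control and 100% = maximal reference agonist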
Target sequence (O95136 whole entry, looked up): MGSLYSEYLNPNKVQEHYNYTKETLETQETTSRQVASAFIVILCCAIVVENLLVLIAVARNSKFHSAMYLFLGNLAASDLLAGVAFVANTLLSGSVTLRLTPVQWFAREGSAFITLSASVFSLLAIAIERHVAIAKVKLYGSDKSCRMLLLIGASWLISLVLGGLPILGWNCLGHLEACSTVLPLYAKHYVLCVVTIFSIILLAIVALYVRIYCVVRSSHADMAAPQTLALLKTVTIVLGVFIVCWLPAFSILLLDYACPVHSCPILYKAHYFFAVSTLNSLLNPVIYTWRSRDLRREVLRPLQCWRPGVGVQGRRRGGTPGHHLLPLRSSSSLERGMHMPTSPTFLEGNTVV
S1P2 blocker – blocks the human S1P2 receptor; O95136; cell-based S1P2 antagonist assay, inhibition at 5 uM; inhibition, % at 5 µM; 97,000 compounds, 0.21% hits; in the data active means inhibition above about 45%;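 further: CRE beta-lactamase reporter cells expressing human S1P2 stimulated with S1P; 0% = agonist at EC80 alone and 100% = agonist plus reference antagonist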
PostGolgi yeast – growth inhibition of a yeast mutant, post-Golgi transport screen; AID 739; post-Golgi transport phenotypic cell assay; inhibition, % at 10 µM; 98,000 compounds, 0.9% hits;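 further: yeast cells grown in 1536-well plates; yeast grown about 18 h at 30C before absorbance read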
PostGolgi ctrl – growth of the yeast control strain, post-Golgi counter-screen. efflux-deficient yeast background strain, growth absorbance A615, 16 h. inhibition, % at 10 µM. 98,000 compounds, 5% hits. AID 738
HUVEC prolif 384 – human endothelial cell proliferation inhibition | HUVEC proliferation, CellTiter-Glo luminescence, 72 h; active compounds read low | viability, % at 10 µM (by protocol) | 86,000 compounds, 1.1% hits;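 active means viability at or below 30%; inactive means viability above 30%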;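 further: 100% = median luminescence of DMSO-only cell control wells on each plate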
Fibroblast inh – blocks proliferation of human lung fibroblasts | LL 47 human lung fibroblast viability, ATP luminescence; active compounds read low | viability, % at 10 µM | 85,000 compounds, 1.1% hits | AID 719;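 active means viability at or below 50% in the single dose screen; inactive means viability above 50%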;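 further: compound exposure lasted 72 h before the ATP readout; 100% = median luminescence of untreated cell-only wells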
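Times – overnight cell rest, 72 h compound treatment at 37 °C · Test system – human lung fibroblast line LL 47, low passage · Amount – 1,150 cells in each well · Controls – cell-only wells, no compound · Doses – 0.1% DMSO in all compound wells · Measured by – CellTiter-Glo luminescence · Buffer or medium – IMEM plus 15% FBS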
hDAT+cocaine – changed human dopamine transporter uptake under cocaine IC80. Q01959. 110,000 compounds, 1.3% hits. B-score at 10 µM. AID 449768. LLC-PK1 hDAT cells, [14C]-dopamine uptake with cocaine IC80; actives deviate in either direction;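 active means Z score or B-score, a plate-position-corrected score, falls beyond the plate's 99.7% confidence bounds, in either direction; inactive means both scores lie inside the 99.7% bounds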;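 further: scored against the spread of the other compound wells on the same plate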
Target sequence (Q01959 whole entry, looked up): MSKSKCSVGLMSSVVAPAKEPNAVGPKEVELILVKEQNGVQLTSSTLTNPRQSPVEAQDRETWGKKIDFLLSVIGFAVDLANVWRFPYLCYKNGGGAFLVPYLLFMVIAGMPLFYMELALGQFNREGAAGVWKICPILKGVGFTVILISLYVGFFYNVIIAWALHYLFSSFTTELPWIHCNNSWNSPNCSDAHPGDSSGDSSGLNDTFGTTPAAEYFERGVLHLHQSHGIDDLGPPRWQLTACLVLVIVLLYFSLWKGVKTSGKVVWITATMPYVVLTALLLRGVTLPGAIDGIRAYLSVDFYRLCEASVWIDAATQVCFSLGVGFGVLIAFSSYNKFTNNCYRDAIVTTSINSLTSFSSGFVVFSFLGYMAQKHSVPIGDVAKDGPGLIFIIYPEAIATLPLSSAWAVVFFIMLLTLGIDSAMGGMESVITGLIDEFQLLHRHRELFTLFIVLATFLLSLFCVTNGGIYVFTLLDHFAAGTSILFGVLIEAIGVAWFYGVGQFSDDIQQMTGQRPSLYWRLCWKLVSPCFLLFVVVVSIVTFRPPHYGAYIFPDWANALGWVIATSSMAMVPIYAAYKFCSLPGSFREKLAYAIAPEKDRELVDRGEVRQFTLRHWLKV
H69AR inhibit – growth inhibitors of human H69AR lung tumor cells; AID 598; 85,000 compounds, 6% hits; viability, % at 10 µM; H69AR lung tumor viability, ATP luminescence, 72 h; active compounds read low;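 active means viability at or below 40%; inactive means viability above 40%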;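 further: multidrug resistant small cell line overexpressing MRP-1 efflux transporter; 100% = mean luminescence of untreated control wells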
An asterisk follows results filed as active. Unless noted, no stated cut-off is given here; in the data, active means inhibition above about 30%; inactive means the rest.

Cc1nn(Cc2ccc(Cl)cc2)c(C)c1NC(=O)c1noc2c1CCc1ccccc1-2 was read as Ecoli WT expand -8, S1P2 ag -3, S1P2 blocker 8, PostGolgi yeast -1, PostGolgi ctrl 42*, HUVEC prolif 384 103, Fibroblast inh 106, hDAT+cocaine 1 and H69AR inhibit 99.
For CCCS(=O)(=O)N1CCCC(C(=O)NCCN(CC)CC)C1 (configuration not stated) the results were Ecoli WT expand -1, S1P2 ag -5, S1P2 blocker 9, PostGolgi yeast 5, PostGolgi ctrl 33*, HUVEC prolif 384 97, Fibroblast inh 101, hDAT+cocaine -1.3 and H69AR inhibit 92.
For O=C1C2C3C=CC([C@@H]2C(=O)N1C1CCCCC1)[C@H]1C(=O)N(C2CCCCC2)C(=O)C31 (some centres not stated) the results were Ecoli WT expand -7, S1P2 ag -6, S1P2 blocker 21, PostGolgi yeast 6, PostGolgi ctrl 13, HUVEC prolif 384 105, Fibroblast inh 90, hDAT+cocaine 0.21 and H69AR inhibit 88.
`Cn1c(C(=O)N2CCCC(C(=O)N3CCN(C(=O)c4ccco4)CC3)C2)cc2sccc21` (configuration not stated) gave Ecoli WT expand -1, S1P2 ag -7, S1P2 blocker 16, PostGolgi yeast -3, PostGolgi ctrl 7, HUVEC prolif 384 91, Fibroblast inh 99, hDAT+cocaine -0.015 and H69AR inhibit 84.
For c1ccc(N2CCCCC2)c(NC2=NCCC2)c1 the results were Ecoli WT expand 3, S1P2 ag -7, S1P2 blocker 8, PostGolgi yeast -8, PostGolgi ctrl -2, HUVEC prolif 384 96, Fibroblast inh 101, hDAT+cocaine -0.85 and H69AR inhibit 85.
Screening NS(=O)(=O)c1ccc(CNC(=O)NC23CC4CC(CC(C4)C2)C3)cc1 returned Ecoli WT expand 1, S1P2 ag -4, S1P2 blocker -13, PostGolgi yeast -1, PostGolgi ctrl 5, HUVEC prolif 384 90, Fibroblast inh 91, hDAT+cocaine -2 and H69AR inhibit 92.
For CC1(C)CC(CC(=O)O)C(=O)O1 (configuration not stated) the results were Ecoli WT expand 1, S1P2 ag 1, S1P2 blocker -15, PostGolgi yeast 1, PostGolgi ctrl 6, HUVEC prolif 384 96, Fibroblast inh 96, hDAT+cocaine 0.24 and H69AR inhibit 98.
Screening O=C(CN(C1CCCCC1)S(=O)(=O)c1ccc(F)cc1)NC1CC1 returned Ecoli WT expand 2, S1P2 ag -5, S1P2 blocker 3, PostGolgi yeast -5, PostGolgi ctrl -9, HUVEC prolif 384 91, Fibroblast inh 97, hDAT+cocaine -0.044 and H69AR inhibit 102.
`NC(=O)CS(=O)(=O)c1nc2ccccc2n1Cc1ccccc1F` gave Ecoli WT expand -3, S1P2 ag -4, S1P2 blocker -1, PostGolgi yeast 1, PostGolgi ctrl 4, HUVEC prolif 384 100, Fibroblast inh 83, hDAT+cocaine 0.12 and H69AR inhibit 104.
COC(=O)c1cccc(NC(=O)CN2CCN(Cc3ccccc3)CC2)c1 was read as Ecoli WT expand 5, S1P2 ag -4, S1P2 blocker -3, PostGolgi yeast 4, PostGolgi ctrl 6, HUVEC prolif 384 92, Fibroblast inh 99, hDAT+cocaine 0.71 and H69AR inhibit 92.
For Cc1sc2nc(C3CC3)nc(NCCNS(C)(=O)=O)c2c1C the results were Ecoli WT expand 5, S1P2 ag -2, S1P2 blocker -20, PostGolgi yeast 2, PostGolgi ctrl -7, HUVEC prolif 384 97, Fibroblast inh 90, hDAT+cocaine -0.62 and H69AR inhibit 54.
For O=C(O)CSCC(=O)Nc1ccc(C2CCCCC2)cc1 the results were Ecoli WT expand -11, S1P2 ag 4, S1P2 blocker -19, PostGolgi yeast -1, PostGolgi ctrl 14, HUVEC prolif 384 93, Fibroblast inh 93, hDAT+cocaine -0.41 and H69AR inhibit 103.

Quoted at random: two compounds from above.
For CCCS(=O)(=O)N1CCCC(C(=O)NCCN(CC)CC)C1 (configuration not stated) the results were Ecoli WT expand -1, S1P2 ag -5, S1P2 blocker 9, PostGolgi yeast 5, PostGolgi ctrl 33*, HUVEC prolif 384 97, Fibroblast inh 101, hDAT+cocaine -1.3 and H69AR inhibit 92.
`NC(=O)CS(=O)(=O)c1nc2ccccc2n1Cc1ccccc1F` gave Ecoli WT expand -3, S1P2 ag -4, S1P2 blocker -1, PostGolgi yeast 1, PostGolgi ctrl 4, HUVEC prolif 384 100, Fibroblast inh 83, hDAT+cocaine 0.12 and H69AR inhibit 104.

Further entries:
Screening C=CCNc1nc(C2(C)CC3(CC(C)OC3=O)C(=O)O2)cs1 (configuration not stated) returned Ecoli WT expand -14, PostGolgi yeast 9, PostGolgi ctrl 7, HUVEC prolif 384 99, Fibroblast inh 98, hDAT+cocaine -0.022 and H69AR inhibit 95.
For O=C(CSc1nnc(-c2ccccc2)o1)c1nnc(-c2ccccc2)o1 the results were Ecoli WT expand -8, PostGolgi yeast -7, PostGolgi ctrl -5, HUVEC prolif 384 96, Fibroblast inh 101, hDAT+cocaine 0.032 and H69AR inhibit 69.
Screening COc1cc(C2N(c3ccccn3)C(=O)C3CCCN32)cc(OC)c1OC (configuration not stated) returned Ecoli WT expand 5, S1P2 ag -5, S1P2 blocker -6, PostGolgi yeast 22, PostGolgi ctrl 6, HUVEC prolif 384 102, Fibroblast inh 99, hDAT+cocaine -7.9* and H69AR inhibit 89.
For CCOC(=O)c1nc2cc3n(c(C)c-2c1C)C(C)C(CC)=C3C (configuration not stated) the results were S1P2 ag -3, S1P2 blocker 7, HUVEC prolif 384 108, Fibroblast inh 99, hDAT+cocaine -0.013 and H69AR inhibit 84.
For CN(C(=O)CSc1nc(-c2ccccc2)cn1N)C(c1ccccc1)c1ccccc1 the results were Ecoli WT expand -9, S1P2 ag 1, S1P2 blocker 8, PostGolgi yeast -12, PostGolgi ctrl 47*, HUVEC prolif 384 72, Fibroblast inh 86, hDAT+cocaine 0.61 and H69AR inhibit 85.
Screening COc1ccc2c(c1OC)C(=O)N(c1ccccn1)C2 returned Ecoli WT expand 1, S1P2 ag -6, S1P2 blocker -22, PostGolgi yeast 6, PostGolgi ctrl -1, HUVEC prolif 384 111, Fibroblast inh 99, hDAT+cocaine -0.094 and H69AR inhibit 76.
CC(=O)c1cn(CC(=O)Nc2ccccc2C)c2ccccc12 was read as Ecoli WT expand 4, S1P2 ag -4, S1P2 blocker 27, PostGolgi yeast 0, PostGolgi ctrl 3, HUVEC prolif 384 105, Fibroblast inh 98, hDAT+cocaine 0.0093 and H69AR inhibit 106.
Screening O=C(CC(c1ccccc1)c1ccccc1O)N1CCCC1 (configuration not stated) returned Ecoli WT expand 1, S1P2 ag -4, S1P2 blocker 1, PostGolgi yeast 4, PostGolgi ctrl 2, HUVEC prolif 384 99, Fibroblast inh 99, hDAT+cocaine 0.7 and H69AR inhibit 96.
`COc1ccc(NC(=O)c2cc(-c3cc(C)cc(C)c3O)n[nH]2)cc1Cl` gave Ecoli WT expand -1, S1P2 ag -2, S1P2 blocker 20, PostGolgi yeast 28, PostGolgi ctrl 10, HUVEC prolif 384 44, Fibroblast inh 97, hDAT+cocaine -1.5 and H69AR inhibit 21*.
Screening COc1ccc([N+](=O)[O-])cc1C1NN=C(c2ccccc2O)S1 (configuration not stated) returned Ecoli WT expand 25, S1P2 ag -8, S1P2 blocker 6, PostGolgi yeast -1, PostGolgi ctrl 12, HUVEC prolif 384 74, Fibroblast inh 61, hDAT+cocaine 0.046 and H69AR inhibit 27*.
O=C(Cc1c(O)c2ccccc2[nH]c1=O)NC1CCCCCCC1 was read as Ecoli WT expand 1, PostGolgi yeast -4, PostGolgi ctrl 8, HUVEC prolif 384 95, Fibroblast inh 99, hDAT+cocaine 2.4 and H69AR inhibit 107.
`O=C1c2cccnc2C(Nc2ccccc2)N1Cc1ccco1` (configuration not stated) gave Ecoli WT expand 3, S1P2 ag -6, S1P2 blocker -11, PostGolgi yeast 1, PostGolgi ctrl 1, HUVEC prolif 384 92, Fibroblast inh 90, hDAT+cocaine -0.89 and H69AR inhibit 105.
For Cc1ccc(S(=O)(=O)NCCN=C(CN2CCCC2)NS(=O)(=O)c2ccc(C)cc2)cc1 the results were Ecoli WT expand -4, S1P2 ag -8, S1P2 blocker 23, PostGolgi yeast -2, PostGolgi ctrl 32*, HUVEC prolif 384 98, hDAT+cocaine 2.3 and H69AR inhibit 87.
`Cc1cc(O)c(NC(=O)c2ccco2)cc1C` gave Ecoli WT expand -3, S1P2 ag -4, S1P2 blocker -1, PostGolgi yeast -7, PostGolgi ctrl 6, HUVEC prolif 384 79, Fibroblast inh 96, hDAT+cocaine 0.15 and H69AR inhibit 94.
COc1cc(=O)n(C)c2cc(N(C)C)ccc12 was read as Ecoli WT expand 4, S1P2 ag -2, S1P2 blocker -6, PostGolgi yeast 0, PostGolgi ctrl -2 and hDAT+cocaine 0.26.
Screening CSc1nc2c(c(=O)n1-c1ccccc1)SCC2 returned Ecoli WT expand -2, S1P2 ag -4, S1P2 blocker 18, PostGolgi yeast 3, PostGolgi ctrl 13, HUVEC prolif 384 83, Fibroblast inh 94, hDAT+cocaine -0.026 and H69AR inhibit 79.
COc1ccccc1N(CC(=O)N1CCCCCC1)S(C)(=O)=O was read as Ecoli WT expand 2, S1P2 ag -1, S1P2 blocker -6, PostGolgi yeast -4, PostGolgi ctrl -3, HUVEC prolif 384 107, Fibroblast inh 101, hDAT+cocaine -0.056 and H69AR inhibit 90.
`O=C(CCc1ccc(CCC(=O)c2cccs2)s1)c1cccs1` gave Ecoli WT expand -14, PostGolgi yeast -7, PostGolgi ctrl 21, HUVEC prolif 384 112, Fibroblast inh 93, hDAT+cocaine -1.3 and H69AR inhibit 91.
For CS(=O)(=O)N(CC(=O)N1CCN(Cc2ccc3c(c2)OCO3)CC1)c1ccc2c(c1)OCO2 the results were Ecoli WT expand -2, S1P2 ag -9, S1P2 blocker 9, PostGolgi yeast 7, PostGolgi ctrl 3, HUVEC prolif 384 102, Fibroblast inh 94, hDAT+cocaine 2.1 and H69AR inhibit 100.
Screening O=C(O)CCNC(=O)c1cncc(Br)c1 returned Ecoli WT expand -9, S1P2 ag -8, S1P2 blocker 4, PostGolgi yeast -16, PostGolgi ctrl 3, HUVEC prolif 384 93, Fibroblast inh 100, hDAT+cocaine -0.38 and H69AR inhibit 107.
CCOC(=O)c1cnn(CCOC(=O)C2CC2)c1NC(=O)C1CC1 was read as Ecoli WT expand -3, S1P2 ag -14, S1P2 blocker -3, PostGolgi yeast -15, PostGolgi ctrl 2 and hDAT+cocaine 0.76.
`N#Cc1cc([N+](=O)[O-])c(-n2nnc3ccccc32)c([N+](=O)[O-])c1` gave Ecoli WT expand -3, S1P2 ag -6, S1P2 blocker -1, PostGolgi yeast -8, PostGolgi ctrl 13 and hDAT+cocaine -0.25.
O=C(Nc1nc2ccccc2n1CCN1CCCC1)C1CCCCC1 was read as Ecoli WT expand 6, S1P2 ag -5, S1P2 blocker 25, PostGolgi yeast 5, PostGolgi ctrl 4, HUVEC prolif 384 114, Fibroblast inh 94, hDAT+cocaine -0.052 and H69AR inhibit 86.

Nothing new here: an excerpt of the list.
COc1ccccc1N(CC(=O)N1CCCCCC1)S(C)(=O)=O was read as Ecoli WT expand 2, S1P2 ag -1, S1P2 blocker -6, PostGolgi yeast -4, PostGolgi ctrl -3, HUVEC prolif 384 107, Fibroblast inh 101, hDAT+cocaine -0.056 and H69AR inhibit 90.
`O=C(CCc1ccc(CCC(=O)c2cccs2)s1)c1cccs1` gave Ecoli WT expand -14, PostGolgi yeast -7, PostGolgi ctrl 21, HUVEC prolif 384 112, Fibroblast inh 93, hDAT+cocaine -1.3 and H69AR inhibit 91.
For CS(=O)(=O)N(CC(=O)N1CCN(Cc2ccc3c(c2)OCO3)CC1)c1ccc2c(c1)OCO2 the results were Ecoli WT expand -2, S1P2 ag -9, S1P2 blocker 9, PostGolgi yeast 7, PostGolgi ctrl 3, HUVEC prolif 384 102, Fibroblast inh 94, hDAT+cocaine 2.1 and H69AR inhibit 100.
